EBI2 block – EBI2 (human) antagonism; P32249; EBI2 beta-arrestin recruitment, luminescence, 7a,25-OHC stimulated; inhibition, % at 5 µM; 360,000 compounds, 0.81% hits; AID 651636; in the data active = inhibition above about 38%;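 also: enzyme fragment complementation signal reports receptor beta-arrestin coupling in cells; 0% = agonist plus DMSO wells and 100% = wells without agonist; some results beyond the cut were filed as inactive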
Jurkat NFkB inh – inhibitors of the PMA/ionomycin-induced NF-kB reporter in Jurkat cells; PMA/ionomycin-induced NF-kB luciferase reporter, luminescence; AID 435003; inhibition, % at 4 µM; 330,000 compounds, 0.53% hits; in the data active = inhibition above about 50%
APJ antagonist – antagonists of human APJ apelin receptor; P35414; AID 2521; inhibition, % at 20 µM; CHO-K1 APJ beta-arrestin complementation, luminescence; 330,000 compounds, 0.32% hits;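 active = inhibition above about 40% at 20 µM, limit read from the data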;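 also: cells challenged with 10 nM apelin-13 agonist together with compound; plate controls were apelin-13 plus DMSO wells for no effect and DMSO wells lacking apelin-13 for full effect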
Target sequence (P35414 whole entry, looked up): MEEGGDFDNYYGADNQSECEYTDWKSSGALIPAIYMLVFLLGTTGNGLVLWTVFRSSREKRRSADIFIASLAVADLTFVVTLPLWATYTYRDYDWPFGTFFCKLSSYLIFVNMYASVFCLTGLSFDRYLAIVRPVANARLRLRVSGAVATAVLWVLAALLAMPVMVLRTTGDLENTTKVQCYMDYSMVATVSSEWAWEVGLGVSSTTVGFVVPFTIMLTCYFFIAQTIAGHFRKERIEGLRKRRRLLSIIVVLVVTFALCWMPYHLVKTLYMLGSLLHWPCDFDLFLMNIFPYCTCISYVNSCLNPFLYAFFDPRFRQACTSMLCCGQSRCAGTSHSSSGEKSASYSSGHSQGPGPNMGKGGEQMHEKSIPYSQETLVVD
UBC13 inh – inhibitors of human UBC13 polyubiquitin chain formation | inhibition, % at 20 µM | TR-FRET | AID 485273 | P61088 | 330,000 compounds, 0.47% hits; in the data active = inhibition above about 45%, passing the limit was not always enough
Target sequence (P61088 whole entry, looked up): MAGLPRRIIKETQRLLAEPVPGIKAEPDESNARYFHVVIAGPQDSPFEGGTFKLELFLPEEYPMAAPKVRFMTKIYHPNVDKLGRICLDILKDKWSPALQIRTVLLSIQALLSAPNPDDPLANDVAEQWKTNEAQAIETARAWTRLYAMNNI
CCR6 antagonist – blocks CCL20-driven beta-arrestin recruitment at human CCR6; CHO-K1 CCR6 PathHunter beta-arrestin, luminescence, CCL20-stimulated; inhibition, % at 20 µM; 340,000 compounds, 0.49% hits; AID 493098;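 active = compounds whose inhibition of the agonist-driven luminescence signal at 20 µM reaches about 50%, limit read from the data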;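 also: cells stimulated with CCL20 at 14 nM final; plate controls were DMSO with CCL20 for no effect and DMSO without agonist for full effect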
Target sequence (P51684 whole entry, looked up): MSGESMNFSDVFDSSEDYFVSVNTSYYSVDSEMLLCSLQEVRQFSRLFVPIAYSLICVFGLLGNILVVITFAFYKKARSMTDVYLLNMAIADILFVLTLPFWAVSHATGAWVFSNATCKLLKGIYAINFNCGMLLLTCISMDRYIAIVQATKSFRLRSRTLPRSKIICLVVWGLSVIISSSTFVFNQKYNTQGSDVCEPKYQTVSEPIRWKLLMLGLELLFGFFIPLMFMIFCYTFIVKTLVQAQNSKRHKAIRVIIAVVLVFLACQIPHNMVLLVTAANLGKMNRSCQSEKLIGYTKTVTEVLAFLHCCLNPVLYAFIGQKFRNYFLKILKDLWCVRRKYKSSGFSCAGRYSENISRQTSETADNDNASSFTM
CXCR6 block – blocks human CXCR6 beta-arrestin recruitment; O00574; CHO-K1 PathHunter CXCR6 beta-arrestin, luminescence; inhibition, % at 20 µM; 360,000 compounds, 0.36% hits; AID 602244; in the data active = inhibition above about 34%, passing the limit was not always enough;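 also: antagonist mode with CXCL16 agonist at 10 nM final; 0% = 10 nM CXCL16 with DMSO and 100% = unstimulated wells without agonist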
697 NFkB inh – inhibitors of the PMA/ionomycin-induced NF-kB reporter in 697 B cells. 697 B-cell NF-kB luciferase reporter, 16 h. inhibition, % at 4 µM. 330,000 compounds, 0.33% hits. AID 435022; in the data active = inhibition above about 35%
Gli-Sufu block – Gli-Sufu pathway antagonism; Sufu-KO-LIGHT fibroblasts, Gli luciferase reporter luminescence; inhibition, % at 5 µM; 340,000 compounds, 0.74% hits; AID 588413;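 active = inhibition above about 55%, limit read from the data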;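 also: 0% = DMSO-treated cells and 100% = wells with medium but no cells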
Starred values were filed as active, the others as inactive; · = not tested or not shown. Not a hit list. About 3% of those tested had a hit in this group.

no.	SMILES	EBI2 block	Jurkat NFkB inh	APJ antagonist	UBC13 inh	CCR6 antagonist	CXCR6 block	697 NFkB inh	Gli-Sufu block
1	C/C(=N\NC(=O)COc1ccc2ccccc2c1)c1cccs1	-1	8	6	6	3	-11	-7	-4
2	Cc1ccc(S(=O)(=O)c2nc(-c3ccccc3Cl)oc2N(C)C)cc1	3	41	10	-7	12	2	-60	9
3	O=S(=O)(c1ccc(Cl)cc1)N1CCN2CCCC2C1 (stereo unspecified)	5	-6	32	6	15	4	0	1
4	Cc1cc(C(=O)N/N=C/c2ccc3ccccc3c2)n[nH]1	-3	8	-12	-5	-4	26	-40	-40
5	CC(OC(=O)CCN1C(=O)C2CC=CCC2C1=O)C(=O)c1ccc(F)cc1 (stereo unspecified)	-2	5	3	-9	1	1	19	9
6	COc1ccccc1N1CCN(C(c2ccc(N(C)C)cc2)c2nnnn2CCc2ccccc2)CC1 (stereo unspecified)	22	-1	19	-4	9	21	0	6
7	CC1CC(C)CN(C(=O)CSCC(=O)O)C1 (stereo unspecified)	-6	18	4	-3	9	1	16	8
8	Cn1c(=O)c2c(ncn2CC(=O)Nc2cc(S(=O)(=O)N3CCCCC3)ccc2Cl)n(C)c1=O	16	4	0	-2	15	8	-1	18
9	Cc1cc2oc(=O)cc(-c3ccccc3)c2c(C)c1-c1ccc(N(C)C)cc1	15	·	·	·	17	9	8	3
10	COc1ccc(-c2c(-c3cc(OC)cc(OC)c3)n(C)c3ccc(-c4ccc5[nH]ccc5c4)cc23)cc1	7	-15	-1	6	1	1	4	-16
11	Cc1nc(SCC(=O)N2CC(C)OC(C)C2)nc(C)c1C (stereo unspecified)	3	2	-9	-3	3	-6	-4	-7
12	O=C(CSc1nccn1-c1ccc(F)cc1)NCc1ccc2c(c1)OCO2	-8	-13	19	3	2	-18	-7	2
13	CS(=O)(=O)Nc1ccc2[nH]c(=O)[nH]c2c1	-20	-3	2	-6	-8	9	11	9
14	O=C(NC1CCCCC1)C(c1ccco1)N(Cc1ccco1)C(=O)c1ccco1 (stereo unspecified)	2	-9	13	-8	13	9	7	-27
15	Cc1cc(C(=O)CCC(=O)Nc2ncccc2O)c(C)s1	-1	-13	-62	-6	4	0	-13	-21
16	O=C(NCCNc1ccc([N+](=O)[O-])cc1C(F)(F)F)c1cccc(F)c1	8	11	1	-2	24	8	17	17
17	CCCN1CN=C(NS(=O)(=O)c2ccc(C)cc2)NC1	-4	13	5	1	11	-4	10	-6
18	COCCNC(=O)C(c1cccs1)N(C(=O)Cn1nnc2ccccc21)c1ccccc1 (stereo unspecified)	1	0	-1	0	-2	6	2	0
19	C/C=C(/C)C(=O)OC1c2c(ccc3ccc(=O)oc23)OC(C)(C)C1OC(C)=O (stereo unspecified)	9	5	5	2	13	4	9	7
20	COc1ccc(OC)c(C(=O)N2CCCC(Nc3ccc(F)cc3)C2)c1 (stereo unspecified)	8	-5	17	-1	1	4	-13	-2
21	Cc1cccc(CCN(C(=O)c2snc(C(N)=O)c2N)C(C(=O)NCC2CCCO2)c2ccc(F)cc2)c1 (stereo unspecified)	15	-10	-6	14	17	12	6	-10
22	CC(=O)Nc1nc2ccc(S(=O)(=O)N3CCCC3)cc2s1	2	7	12	2	-5	7	-5	2
23	Cc1ccc(CN2CCCOCCS2(=O)=O)cc1	4	2	5	-4	5	6	12	0
24	Cc1cc(NC(=O)C2CC(=O)OC2c2ccccc2)no1 (stereo unspecified)	-17	8	-13	-1	-4	2	10	-4
25	COc1ccc(OC2C(=O)N(Cc3ccc(F)cc3)C2c2ccc(OC)c(OC)c2)cc1 (stereo unspecified)	12	1	-21	-11	12	-6	12	4
26	Cc1ccc(S(=O)(=O)[N-]c2nc3ccccc3nc2-n2cc[n+](CCC(C)C)c2)cc1	-2	3	-2	6	-5	1	9	31
27	CCOC(=O)c1c(NC(=O)C2C3CCC(O3)C2C(=O)O)sc2c1CCCC2 (stereo unspecified)	1	-13	-46	-4	-33	6	-5	4
28	COc1ccc(N=C2NC(=O)CS2)c([N+](=O)[O-])c1	16	9	20	6	11	3	4	4
29	CSCCC(NS(=O)(=O)c1ccc(C)cc1)C(=O)N1CCN(C(c2ccccc2)c2ccccc2)CC1 (stereo unspecified)	25	14	-5	-4	17	7	20	8
30	COc1ccc(CNS(=O)(=O)c2ccc(S(=O)(=O)NC3CC3)cc2)cc1	5	5	4	6	5	5	9	-9
31	C=CC[C@@H](CC(=O)N[C@H](CO)Cc1ccccc1)C(=O)N[C@H](C)COC(=O)[C@@H](CC=C)Cc1ccc(F)cc1	5	17	-1	5	9	-6	-15	4
32	COc1ccc(C(CNC(=O)c2cc3c(s2)CCC(C)C3)N2CCCC2)cc1 (stereo unspecified)	-8	-13	7	59*	3	2	-5	14
33	CCn1c(=O)cc(OCC(=O)NCCCN2CCN(c3cccc(Cl)c3)CC2)c2ccccc21	17	-4	-5	12	-11	0	-17	18
34	COc1ccc(C)cc1NC(=O)c1ccc2c(c1)OCO2	8	4	-6	9	-5	1	6	-8
35	CCOc1ccc(NC(=O)COC(=O)C2(C)CC2(Cl)Cl)c([N+](=O)[O-])c1 (stereo unspecified)	1	-2	-20	1	5	-2	-5	-15
36	CCOC(=O)C1=C(COC(=O)c2cccc(Cl)c2)NC(=O)NC1C (stereo unspecified)	-2	10	-3	21	1	-4	-4	-7
37	O=c1cc(CSc2nc(NCc3ccc(Cl)cc3)c3ccccc3n2)nc2ccc(Cl)cn12	13	·	·	·	16	3	·	-6
38	O=C(Cc1c(F)cccc1Cl)Nc1cccnc1	-23	5	18	-1	5	26	-1	3
39	CCSc1nnc(NC(=O)CCNC(=O)c2ccccc2Cl)s1	-4	-9	-13	38	-12	0	-21	-14
40	Cc1ccn(C)c(=N)c1	3	-3	18	-2	-4	4	8	1
41	CCc1noc(C)c1C(=O)Nc1ccc(F)c(F)c1	-14	-8	5	-6	3	0	-3	-1
42	O=C(c1ccc(Cl)cc1Cl)C1(n2cncn2)Oc2ccccc2C1O (stereo unspecified)	9	-1	-1	2	-4	7	3	8
43	COc1ccc(Nc2cc(=O)n(-c3ccccc3)c3c2c(=O)n(C)c(=O)n3C)cc1	5	5	23	-2	2	5	1	0
44	COc1ccc(N2CCN(C(=O)c3ccc4c(=O)n(CCc5ccc(OC)c(OC)c5)c(=O)[nH]c4c3)CC2)cc1	3	32	2	12	-1	-13	-9	13
45	CN(CC(=O)Nc1ccc(F)cc1)C(=O)C1CCCC1	-2	-4	24	9	-4	-7	9	-7
46	O=c1cc(O)c2sc(Nc3ccc(F)c(Cl)c3)nc2[nH]1	-1	0	-13	-19	3	-19	5	-3
47	Cc1ccc(S(=O)(=O)N2CCC(C(=O)C3C(=O)CC(C)(C)CC3=O)CC2)cc1	1	-2	-4	-8	6	-4	12	-2
48	COc1ccc2[nH]cc(CCNC(=O)CCC3CCCCC3)c2c1	6	5	8	27	14	1	-3	-2
49	CC1(C)C(=O)OC(/C=C/c2cccc([N+](=O)[O-])c2)C(C)(C)C1=O (stereo unspecified)	0	-23	5	-2	13	1	-50	1
50	CCCNC(=O)/C=C/C(=O)O	9	5	15	9	-10	-3	10	-5

In the list so far, 4 have an aryl thioether with sulfur outside any ring:
no.	SMILES	EBI2 block	Jurkat NFkB inh	APJ antagonist	UBC13 inh	CCR6 antagonist	CXCR6 block	697 NFkB inh	Gli-Sufu block
11	Cc1nc(SCC(=O)N2CC(C)OC(C)C2)nc(C)c1C (stereo unspecified)	3	2	-9	-3	3	-6	-4	-7
12	O=C(CSc1nccn1-c1ccc(F)cc1)NCc1ccc2c(c1)OCO2	-8	-13	19	3	2	-18	-7	2
37	O=c1cc(CSc2nc(NCc3ccc(Cl)cc3)c3ccccc3n2)nc2ccc(Cl)cn12	13	·	·	·	16	3	·	-6
39	CCSc1nnc(NC(=O)CCNC(=O)c2ccccc2Cl)s1	-4	-9	-13	38	-12	0	-21	-14

(further entries)
no.	SMILES	EBI2 block	Jurkat NFkB inh	APJ antagonist	UBC13 inh	CCR6 antagonist	CXCR6 block	697 NFkB inh	Gli-Sufu block
51	CNC(=S)NNC(=O)c1sc2cc(C(F)(F)F)cnc2c1-c1cccnc1	-6	-5	7	2	16	4	7	-1
52	c1ccc(COc2cccc(CN3CCc4ccccc4C3)c2)cc1	-6	-6	-3	2	11	-15	8	6
53	COc1c(C)cc(S(=O)(=O)NCCN2CCOCC2)c(C)c1C	-1	10	6	9	6	4	20	5
54	COCCCNC(=O)c1cn(CCOC)c(=O)c2c1c1ccccc1n2C	2	-8	11	10	1	2	3	-1
55	CCOc1ccccc1C(=O)NCC(=O)OCCCOC(=O)CNC(=O)c1ccccc1OCC	7	2	-7	0	9	-1	12	-8
56	Cc1c(N2C(=O)C3C4C=CC(C5CC45)C3C2=O)c(=O)n(-c2ccccc2)n1C (stereo unspecified)	-7	5	-10	-3	-19	8	-5	40
57	COc1ccc(Cl)cc1NC(=O)CN(C)C(=O)c1sccc1-c1ccccc1	-2	-9	-54	10	15	-3	-9	8
58	CC(=O)Nc1ccc(NC(=O)CCc2ccc(C)o2)cc1	-7	10	15	-1	3	0	-3	6
59	O=C1CSC(c2cccc([N+](=O)[O-])c2)N1CCc1ccccc1 (stereo unspecified)	-4	-6	10	12	3	-1	16	8
60	Cc1ccc(C(=O)NCc2ccc3c(c2)OCO3)cc1	2	1	-4	6	17	4	-1	-7
61	O=S(=O)(Cc1ccc(Cl)cc1)NCc1ccc2c(c1)OCO2	7	13	1	3	25	-1	18	0
62	O=C(C1CC1)N1c2ccccc2Sc2ccccc21	3	9	-5	4	15	12	-11	5
63	C=C1CCN(C(C(=O)OC)C(C)C)S(=O)(=O)c2ccccc21 (stereo unspecified)	-9	18	-2	-1	5	-2	25	9
64	Brc1ccc(Sc2cnc3ccccc3n2)cc1	7	-24	-25	11	9	3	-39	-2
65	Cc1cccc(-c2nc(C#N)c(NCC3CCCO3)o2)c1 (stereo unspecified)	-6	-74	15	13	1	2	-74	-28
66	Cc1ccccc1OCc1nc2ccccc2c(=O)n1/N=C/c1cn[nH]c1-c1ccccc1	17	-18	-2	-4	8	-6	-46	-8
67	CC(=O)N1CCN(c2nc3ccc(Br)cc3s2)CC1	-2	-52	5	1	16	-7	-122	-62
68	Cc1ccc(OCC(=O)Nc2ccc(S(=O)(=O)N3CCN(C)CC3)cc2)cc1	8	-10	10	0	-3	-1	2	2
69	CCOC(=O)c1ccc(S(=O)(=O)N2CCC(C(=O)O)CC2)cc1	-10	2	14	-3	-1	5	15	1
70	C/C(=N\N=C1\NC(=O)CC(C(=O)O)S1)c1cccs1 (stereo unspecified)	-8	2	11	-18	-4	2	3	-1
71	CCN(CC)CCNc1ncnc2c1sc1nc(N3CCCC3)c3c(c12)CC(C)(C)OC3	26	0	16	20	15	-1	-33	0
72	O=C(NN=Cc1ccc(N2CCOCC2)cc1)c1cc2ccccc2cc1O	-3	-17	-3	-26	6	-12	7	-11
73	COc1ccc(NC(=O)NC2CCCc3ccccc32)c(OC)c1 (stereo unspecified)	-3	8	-6	-4	8	-9	-37	1
74	COCCn1c(Sc2nc(C)cs2)nc2c1c(=O)[nH]c(=O)n2C	-8	·	·	·	-3	-5	·	10
75	Cc1cc(=O)oc(C)c1C(=O)NC1CC(C)(C)NC(C)(C)C1	-7	19	13	-4	-34	-6	0	3
76	O=C(/C=C/c1c(Cl)cccc1Cl)N1CCN(c2ncccn2)CC1	7	30	19	-8	-2	5	-2	2
77	Cc1csc(SCC(=O)NC(=O)Cc2ccccc2)n1	-15	-3	8	-16	-2	-8	-9	-2
78	COc1ccc(C2C(C(=O)c3ccco3)=C(O)C(=O)N2CCN2CCOCC2)cc1 (stereo unspecified)	-6	24	2	2	-11	5	16	-10
79	COc1ccccc1OC(=O)Nc1ccc(Cl)cc1	3	-21	-22	6	9	-4	1	1
80	O=C(O)c1ccc(NS(=O)(=O)c2ccc3c(c2)OCCO3)cc1	-4	5	-43	-7	-3	3	-11	2

Three compounds already listed, ordered by number of heavy atoms, low to high:
no.	SMILES	EBI2 block	Jurkat NFkB inh	APJ antagonist	UBC13 inh	CCR6 antagonist	CXCR6 block	697 NFkB inh	Gli-Sufu block
75	Cc1cc(=O)oc(C)c1C(=O)NC1CC(C)(C)NC(C)(C)C1	-7	19	13	-4	-34	-6	0	3
76	O=C(/C=C/c1c(Cl)cccc1Cl)N1CCN(c2ncccn2)CC1	7	30	19	-8	-2	5	-2	2
78	COc1ccc(C2C(C(=O)c3ccco3)=C(O)C(=O)N2CCN2CCOCC2)cc1 (stereo unspecified)	-6	24	2	2	-11	5	16	-10
